# Bioassay records deposited in PubChem by The Scripps Research Institute Molecular Screening Center.
# PME-1 inh = PME-1 inhibitors via competitive probe labeling, primary screen, biochemical, fluorescence polarization, FP-Rh probe, HTS; recombinant PME-1; inhibition, % at 5.9 µM; 320,000 tested, 0.53% active;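 active = inhibition above the campaign mean of all compounds plus 3 SD, cut at about 26% in these data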;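 also: competitive labeling of PME-1 active site by serine hydrolase directed probe; 0% = PME-1 with DMSO and 100% = wells lacking PME-1 enzyme; inhibitors block probe labeling so polarization falls and inhibition rises; many of its hits are not listed in these tables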
# Target sequence (Q9Y570 whole entry, looked up): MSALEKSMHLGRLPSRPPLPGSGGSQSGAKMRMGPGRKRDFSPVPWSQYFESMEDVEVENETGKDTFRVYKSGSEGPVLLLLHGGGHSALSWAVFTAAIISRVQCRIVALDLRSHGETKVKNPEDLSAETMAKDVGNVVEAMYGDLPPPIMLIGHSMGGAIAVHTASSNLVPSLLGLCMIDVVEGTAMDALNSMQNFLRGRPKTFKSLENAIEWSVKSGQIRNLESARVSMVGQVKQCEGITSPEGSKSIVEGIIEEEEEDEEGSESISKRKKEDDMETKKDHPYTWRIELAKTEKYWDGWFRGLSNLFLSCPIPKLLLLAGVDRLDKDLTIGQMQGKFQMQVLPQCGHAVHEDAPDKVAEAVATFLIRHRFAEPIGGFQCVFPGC
# PAFAH1B2 inh = PAFAH1B2 enzyme inhibitors, primary screen, biochemical, fluorescence polarization, human. AID 492953, 2010. Platelet-activating factor acetylhydrolase IB subunit alpha2 (Homo sapiens), P68402. 340,000 tested, 1.2% active. recombinant PAFAH1B2, FP-rhodamine activity probe. inhibition, % at 3.39 µM;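 active = inhibition above the mean of all tested compounds plus 3 SD, cut at about 24% in these data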;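 also: 0% = enzyme with DMSO and 100% = wells lacking PAFAH1B2; many of its hits are not listed in these tables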
# LYPLA1 inh = LYPLA1 inhibitors, primary screen, counter-screen for PME1 inhibitor project, biochemical, fluorescence polarization, FP-Rh probe ABPP; 320,000 tested, 0.16% active; recombinant LYPLA1; inhibition, % at 5.9 µM;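 active = inhibition above the mean of all tested compounds plus 3 SD, set per campaign, cut at about 14% in these data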;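 also: inhibitors block serine hydrolase probe labeling of LYPLA1 so polarization falls; 0% = enzyme with DMSO and 100% = wells lacking LYPLA1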
# pPAFAH inh = pPAFAH enzyme inhibitors, primary screen, biochemical, fluorescence polarization, human; Platelet-activating factor acetylhydrolase (Homo sapiens), Q13093; inhibition, % at 3.39 µM; 330,000 tested, 1.5% active; recombinant pPAFAH, FP-rhodamine probe fluorescence polarization;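 active = inhibition above the mean inhibition across the screen plus 3 SD, cut at about 25% in these data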;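 also: inhibitors block binding of the rhodamine activity-based probe so polarization drops; 0% = enzyme with DMSO and 100% = wells lacking pPAFAH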
# Fam108B inh = mouse Fam108B serine hydrolase inhibitors, primary screen, counter-screen for RBBP9 inhibitor project, biochemical, fluorescence polarization; recombinant Fam108B, FP-Rh probe fluorescence polarization; inhibition, % at 9.51 µM; AID 1947, 2009; 300,000 tested, 0.33% active;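 active = inhibition above the screen mean inhibition plus 3 SD, computed separately per campaign, cut at about 18% in these data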;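 also: inhibitors lower polarization as less probe binds the enzyme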
# GSTO1 counter = inhibitors of recombinant GSTO1, primary screen, counter-screen for RBBP9 inhibitor project, biochemical, fluorescence polarization; Glutathione S-transferase omega-1 (Homo sapiens), P78417; activity-based probe fluorescence polarization; inhibition, % at 5.96 µM; 300,000 tested, 1.1% active;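 active = inhibition above the campaign mean inhibition plus 3 SD, cut at about 35% in these data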;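 also: 0% = GSTO1-1 with DMSO and 100% = wells lacking GSTO1-1 enzyme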
# Target sequence (P78417 whole entry, looked up): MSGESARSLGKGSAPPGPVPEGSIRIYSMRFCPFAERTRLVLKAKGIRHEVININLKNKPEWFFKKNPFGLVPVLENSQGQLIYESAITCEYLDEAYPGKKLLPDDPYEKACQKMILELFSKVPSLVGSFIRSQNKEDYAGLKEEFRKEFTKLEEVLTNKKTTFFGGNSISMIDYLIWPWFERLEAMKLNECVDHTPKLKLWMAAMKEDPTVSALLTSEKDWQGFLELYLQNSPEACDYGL
# PAFAH2 FP inh = PAFAH2 enzyme inhibitors, primary screen, biochemical, fluorescence polarization, human; Platelet-activating factor acetylhydrolase 2, cytoplasmic (Homo sapiens), Q99487; recombinant PAFAH2, FP-rhodamine activity probe; inhibition, % at 3.39 µM; 340,000 tested, 0.99% active; AID 492956, 2010;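 active = inhibition above the mean over all tested compounds plus 3 SD, cut at about 30% in these data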;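 also: inhibitors block probe labeling of enzyme so polarization drops; 0% = enzyme with DMSO and 100% = wells lacking PAFAH2 protein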
# PAD4 FP inh = human PAD4 inhibitors, primary screen, biochemical, fluorescence polarization, 1536-well format | Protein-arginine deiminase type-4 (Homo sapiens), Q9UM07 | recombinant PAD4, RCA probe fluorescence polarization | inhibition, % at 6.36 µM | 330,000 tested, 0.41% active;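 active = percent inhibition above a cutoff equal to the mean of all tested compounds plus 3 SD, cut at about 15% in these data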;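 also: 0% = PAD4 with RCA probe and DMSO and 100% = probe without PAD4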
# PAFAH1B3 inh = PAFAH1B3 enzyme inhibitors, primary screen, biochemical, fluorescence polarization, human. AID 492972, 2010. inhibition, % at 3.39 µM. 340,000 tested, 0.28% active. Platelet-activating factor acetylhydrolase IB subunit alpha1 (Homo sapiens), Q15102. recombinant PAFAH1B3, FP-rhodamine probe;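 active = inhibition above the screen-wide average of all tested compounds plus 3 SD, cut at about 25% in these data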;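 also: 0% = enzyme with DMSO only and 100% = wells lacking PAFAH1B3 protein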
# Target sequence (Q15102 whole entry, looked up): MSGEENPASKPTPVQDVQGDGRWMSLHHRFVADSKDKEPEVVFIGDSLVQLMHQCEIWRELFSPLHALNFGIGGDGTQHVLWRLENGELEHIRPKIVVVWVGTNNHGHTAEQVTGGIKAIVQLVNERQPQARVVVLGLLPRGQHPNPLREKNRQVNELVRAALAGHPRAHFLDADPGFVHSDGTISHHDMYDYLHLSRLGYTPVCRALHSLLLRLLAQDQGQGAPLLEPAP
# Active calls of the source: *; . = not tested or not shown.
SMILES,PME-1 inh,PAFAH1B2 inh,LYPLA1 inh,pPAFAH inh,Fam108B inh,GSTO1 counter,PAFAH2 FP inh,PAD4 FP inh,PAFAH1B3 inh
C=CCn1c(CNC(=O)c2ccco2)nnc1SCC(=O)c1ccccc1,-2,-1,1,5,-2,4,-2,1,-6
CC(Sc1nnc(-c2cccs2)n1N)C(=O)NCC1CCCO1 (centres undefined),-5,3,2,0,-4,1,-1,-3,5
CN(C)C(=S)SCC(=O)NC(=O)NC(C)(C)C,2,4,0,0,-2,2,-1,-3,1
Cc1cc(NC(=O)NC(C)(C(F)(F)F)C(F)(F)F)no1,4,7,-1,3,4,5,1,1,-3
CCn1nccc1C(=O)NC1=C(C#N)CCC1,-1,0,-3,-6,2,3,-7,-2,-5
CC(C)(C)SCCNC(=O)COc1ccc(Cl)cc1,4,21,2,-2,3,0,4,0,3
CC(C)CN(C(=O)COC(=O)c1ccc2ccccc2c1)c1c(N)n(Cc2ccccc2)c(=O)[nH]c1=O,-4,1,2,-2,-9,-9,-5,-2,-3
COCCNC(=O)c1ccc2c(c1)ncn2-c1ccc(C)c(Cl)c1,-10,2,-1,13,1,-2,11,-4,1
CC(C)NC(=O)COC(=O)c1cncc(Br)c1,-7,1,-2,5,-1,-3,3,-3,6
CC(C)OC(=O)Cn1nc(C(F)(F)F)c2c1CCCC2,0,2,-3,-2,-2,7,3,-5,1
O=[N+]([O-])c1cc(S(=O)(=O)C(F)(F)F)ccc1N1CCN(c2ccccc2)CC1,4,1,9,7,2,11,-8,-3,5
CCOc1ccc(NC(=O)[C@@H](NC(=O)c2ccccc2Br)C(C)C)cc1,-2,5,1,2,4,0,-6,2,6
Cc1cccn2c(=O)c3cc(C(=O)NCC4CCCO4)c(=N)n(CC4CCCO4)c3nc12 (centres undefined),-2,2,-5,4,0,2,-4,1,1
Cc1ccc2c(c1)cc(CN(Cc1cccnc1)C(=O)NCc1ccccc1)c1nnnn12,9,-2,-2,-2,-5,4,-7,-9,-1
COc1ccc(F)cc1Cn1nc(C(=O)O)c2ccccc2c1=O,-6,1,0,10,-7,-6,1,1,-5
COc1ccccc1C(=O)CC(=O)C(=O)Nc1cccc([N+](=O)[O-])c1C,3,1,0,5,2,4,-6,-1,6
CCCN(CCC)CCNC(=S)Nc1ccc2nc3n(c(=O)c2c1)CCCCC3,-1,1,2,2,3,-2,-1,-3,4
CCN=C1S/C(=C\c2cn(CC)c3ccccc23)C(=O)N1CC,25,6,1,9,-1,-1,6,0,9
COc1ccccc1N(C)S(=O)(=O)c1ccc(C(=O)N(CC(N)=O)C(C)C)cc1,-4,0,2,0,2,1,-1,-8,7
O=C(NC1CC1)c1sc2cc([N+](=O)[O-])ccc2c1Cl,1,7,-1,1,3,-8,4,-3,0
Cc1ccccc1OCC(=O)OCC(=O)NCC1CCCO1 (centres undefined),0,4,1,4,-3,12,3,0,1
CCCn1cc(CN2CCC(n3nccc3NC(=O)CCOc3ccccc3)CC2)c(C)n1,-4,-4,-2,7,-1,0,-2,0,6
CCN(C(=O)COC(=O)c1cc([N+](=O)[O-])ccc1N1CCCCC1)C1CCS(=O)(=O)C1 (centres undefined),-3,-2,-2,2,3,1,2,3,-3
O=C(O)c1cc(Cl)c(Cl)cc1C(=O)N(Cc1ccccc1)Cc1ccccc1,4,15,-2,-1,-4,6,11,-3,8
O=C(COC(=O)/C=C/c1ccc([N+](=O)[O-])cc1)NCc1cccs1,.,0,.,4,.,.,6,4,5
c1ccc2c(c1)CSc1ccccc1N2,9,.,1,10,-8,-3,.,0,.
COc1ccc(S(=O)(=O)N2CCN(C(=O)c3ccc([N+](=O)[O-])o3)CC2)cc1,3,9,2,-3,-1,1,4,-7,7
Cc1ccc(Cn2c(CCNc3nc(-c4ccc(Cl)c([N+](=O)[O-])c4)cs3)nc3cc(Cl)c(Cl)cc32)cc1,-3,-1,-5,5,0,7,-19,0,-2
CC(=O)c1cccc(NC(=O)C2CCCN(S(=O)(=O)c3cccc4cccnc34)C2)c1 (centres undefined),9,0,4,1,3,2,3,1,4
C=CCn1nnnc1SCC(=O)Nc1cccc(OC)c1,5,1,-4,2,-2,11,-7,0,-8
CCOC(=O)C1=C(C)c2ccccc2OC1(C(=O)OCC)C(C)C (centres undefined),.,3,.,0,.,.,11,-1,1
O=S(=O)(c1cccc2cccnc12)N(CCO)CCO,-7,-2,-1,5,0,3,8,6,5
CCOc1ccc(CCNC(=O)COC(=O)c2cc(OC)c(OC)cc2[N+](=O)[O-])cc1OCC,-2,6,2,1,-3,3,10,0,-6
Cc1c(F)cccc1NC(=O)c1ccc2c(c1)CCN2S(C)(=O)=O,3,6,1,4,-2,4,0,1,8
Cc1nnc(SCC(=O)Nc2cccc(S(N)(=O)=O)c2)n1-c1ccccc1,-2,1,-1,3,2,-1,2,4,-5
Cc1nc2ccc(S(=O)(=O)c3ccc4nc(C)[nH]c4c3)cc2[nH]1,-2,2,-1,-4,2,5,-3,4,3
CC(C)C(CCN1C(=O)CCC1=O)C1CCOC(C)(C)C1 (centres undefined),1,0,-3,-3,-1,6,12,-3,-11
COc1ccc(NC(=O)c2ccc3ccccc3n2)cc1S(=O)(=O)Nc1ccccc1Cl,-20,-12,-20,-14,-19,-12,-39,-2,-18
O=C(N/N=C/c1ccc(O)cc1)c1cc(C2CC2)[nH]n1,-6,-1,-3,2,-2,6,5,-2,4
CC/C(=N\NC(=O)c1c(C)nc2ccccn12)c1ccc(Cl)cc1,-3,12,-2,2,6,5,0,-5,2
CCOc1ccccc1C(=O)Oc1cc(C)[nH]c(=O)c1[N+](=O)[O-],-1,8,2,2,0,-2,1,1,3
CCCCOc1ccc(C(=O)NCC(=O)N2CCN(C(=O)c3ccco3)CC2)cc1,4,1,2,7,-4,12,3,-1,6
CN1CCN(C(=O)/C(=C/c2cccs2)NC(=O)c2cccs2)CC1,0,4,-1,-5,2,-2,4,-1,8
CCOC(=O)C1CCN(C(=O)c2ccc(C)o2)CC1,.,4,.,4,.,.,5,-5,0
O=C(Nc1ccc2c(c1)OCO2)C(c1ccccc1)N1CCCCC1 (centres undefined),-1,4,2,4,1,10,-3,-1,4
O=S(=O)(c1ccc(S(=O)(=O)N2CCN3CCCC3C2)cc1)N1CCCC1 (centres undefined),-1,3,-2,5,0,-1,4,1,1
CCOc1ccc(-c2nc(-c3ccncc3)no2)cc1OCC,1,-6,-1,3,0,-3,0,-2,0
COC(=O)c1c(C)nn(-c2ccccc2)c1-n1cccc1,-3,-1,-2,-1,9,-3,5,0,-2
CCCCN(C)CCCNC(=O)C1(O)c2ccccc2NC(=O)N1c1ccc(Cl)cc1 (centres undefined),-5,1,1,8,4,2,2,8,8
O=C(NCc1ccco1)C1CCC(CNS(=O)(=O)c2cccc3cccnc23)CC1 (centres undefined),1,4,-2,-4,2,4,7,3,2
CCC(=O)Nc1cc(C)c(NC(=O)c2ccccc2OC)cn1,-1,-2,1,-4,1,-1,0,2,7
CCCN1C(=O)C(O)(C/C(C)=N/O)c2ccccc21 (centres undefined),13,4,3,1,0,5,6,-1,4
FC(F)(F)c1cc(C(F)(F)F)c2ccc(N3CCN(c4ncccn4)CC3)nc2n1,2,4,1,-1,2,8,2,2,3
Cc1ccc(-c2noc(CN3CCN(Cc4ccccc4)CC3)n2)cc1,3,2,4,7,3,4,-5,-2,12
CN(C)c1ccc(P(=O)(Nc2cccc(C(F)(F)F)c2)N2CCOCC2)c(NC(=O)c2cccs2)c1 (centres undefined),4,0,4,-3,-1,1,16,-3,6
CCOC(=O)C(=O)Nc1cc(C)on1,-6,0,2,-10,-2,-2,-5,-1,0
CCOCCCNC(=O)CCN1C(=O)c2ccccc2Sc2ncccc21,-1,8,-2,5,2,5,0,0,8
O=C(CCl)N1CCN(C(=O)C2COc3ccccc3O2)CC1 (centres undefined),.,1,.,5,.,.,-3,-4,6
Cc1cc(C(=O)NNC(=O)c2ccc(Cl)c(S(N)(=O)=O)c2)c(C)o1,.,2,.,1,.,.,4,1,5

# In another format: results already given
Molecule | PME-1 inh | PAFAH1B2 inh | LYPLA1 inh | pPAFAH inh | Fam108B inh | GSTO1 counter | PAFAH2 FP inh | PAD4 FP inh | PAFAH1B3 inh
O=S(=O)(c1ccc(S(=O)(=O)N2CCN3CCCC3C2)cc1)N1CCCC1 (centres undefined) | -1 | 3 | -2 | 5 | 0 | -1 | 4 | 1 | 1
CCOc1ccc(-c2nc(-c3ccncc3)no2)cc1OCC | 1 | -6 | -1 | 3 | 0 | -3 | 0 | -2 | 0
COC(=O)c1c(C)nn(-c2ccccc2)c1-n1cccc1 | -3 | -1 | -2 | -1 | 9 | -3 | 5 | 0 | -2
CCCCN(C)CCCNC(=O)C1(O)c2ccccc2NC(=O)N1c1ccc(Cl)cc1 (centres undefined) | -5 | 1 | 1 | 8 | 4 | 2 | 2 | 8 | 8
O=C(NCc1ccco1)C1CCC(CNS(=O)(=O)c2cccc3cccnc23)CC1 (centres undefined) | 1 | 4 | -2 | -4 | 2 | 4 | 7 | 3 | 2
CCC(=O)Nc1cc(C)c(NC(=O)c2ccccc2OC)cn1 | -1 | -2 | 1 | -4 | 1 | -1 | 0 | 2 | 7
CCCN1C(=O)C(O)(C/C(C)=N/O)c2ccccc21 (centres undefined) | 13 | 4 | 3 | 1 | 0 | 5 | 6 | -1 | 4
FC(F)(F)c1cc(C(F)(F)F)c2ccc(N3CCN(c4ncccn4)CC3)nc2n1 | 2 | 4 | 1 | -1 | 2 | 8 | 2 | 2 | 3
Cc1ccc(-c2noc(CN3CCN(Cc4ccccc4)CC3)n2)cc1 | 3 | 2 | 4 | 7 | 3 | 4 | -5 | -2 | 12
CN(C)c1ccc(P(=O)(Nc2cccc(C(F)(F)F)c2)N2CCOCC2)c(NC(=O)c2cccs2)c1 (centres undefined) | 4 | 0 | 4 | -3 | -1 | 1 | 16 | -3 | 6
CCOC(=O)C(=O)Nc1cc(C)on1 | -6 | 0 | 2 | -10 | -2 | -2 | -5 | -1 | 0
CCOCCCNC(=O)CCN1C(=O)c2ccccc2Sc2ncccc21 | -1 | 8 | -2 | 5 | 2 | 5 | 0 | 0 | 8
O=C(CCl)N1CCN(C(=O)C2COc3ccccc3O2)CC1 (centres undefined) | . | 1 | . | 5 | . | . | -3 | -4 | 6
Cc1cc(C(=O)NNC(=O)c2ccc(Cl)c(S(N)(=O)=O)c2)c(C)o1 | . | 2 | . | 1 | . | . | 4 | 1 | 5

# The list is partial; rates above refer to the full screens.
